Screening data: PubChem BioAssay, Sanford-Burnham Center for Chemical Genomics
H9c2 TAG inh: inhibitors of triacylglycerol accumulation, primary screen, cell-based, uHTS, fluorescence, H9c2 | inhibition, % at 12.5 µM | actives 0.66% (n = 230,000) | AID 651582, 2012 | H9c2 cells, Nile Red lipid (TAG) fluorescence; cells loaded with 200 µM oleic acid;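 active = pattern-corrected inhibition of lipid staining of at least 50% with the nuclear-stain viability signal not falling by more than 50%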;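 note: 0% = DMSO wells and 100% = triacsin C control wells; some results filed as inactive read as strong as hits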
H9c2 TAG inh DAPI viability: further read-out of H9c2 TAG inh, marked with its call; DAPI nuclei signal change (viability), lower = more cytotoxic, %;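 whole-well DAPI fluorescence read on a plate reader as a viability signal; minus 50 percent equals half of cells still viable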
Active calls of the source: *. Some of the compounds tested, so the mix of outcomes need not match the whole.

SMILES | H9c2 TAG inh | H9c2 TAG inh DAPI viability
O=C(c1cccc(S(=O)(=O)N2CCc3ccccc32)c1)N1CCCC(C(F)(F)F)C1 (centres undefined) | -4 | 3
COc1ccc(C(=O)CNc2ccc(C)cc2C)cc1 | -2 | 10
CCC1CCCCN1Cc1nc2c(c(=O)n(C)c(=O)n2C)n1Cc1ccccc1 (centres undefined) | 0 | -10
Cc1[nH]c2ccccc2c1NC(=O)CN1CCN(C(=O)c2ccco2)CC1 | -5 | 1
COc1cc(C2N=C(c3ccccc3)NO2)cc(Br)c1O (centres undefined) | -2 | 6
CSCC[C@@H](C(=O)Nc1ccc2c(c1)OCCO2)N1Cc2ccccc2C1=O | 20 | -18
O=C(O)c1cc(N2C(=O)C3CC=CCC3C2=O)ccc1NCc1cccnc1 (centres undefined) | 6 | -2
O=C1C=C(c2ccc(F)nc2)CCC1 | 2 | 1
CCCn1nc(C(=O)OCC(=O)Nc2ccc(C)cc2)c2ccccc2c1=O | 5 | -2
CCOC(=O)n1c(SCC(=O)N(CC)CC)nc2ccccc21 | -1 | 6
CC1(c2ccc(Cl)cc2)NC(=O)N(CC(=O)NCCC2=CCCCC2)C1=O (centres undefined) | 34 | 1
Fc1cc(Br)ccc1Nc1nc2ccccc2n2nnnc12 | -4 | 10
COc1ccc(C(CNC(=O)c2cccc(NS(=O)(=O)c3ccc(C)c(F)c3)c2)N(C)C)cc1 (centres undefined) | -8 | 14
Nc1ccccc1SC1CC(=O)N(Cc2ccccc2)C1=O (centres undefined) | 25 | -10
CC(=O)N1C[C@H]2CON(C)[C@H]2C[C@H]1c1cccc(-c2cc(Cl)cc(Cl)c2)c1 | -23 | 7
NC(=S)N/N=C/c1ccc(-c2ccccc2)o1 | 6 | 2
O=c1ncn(-c2cccc(Cl)c2)c2ccccc12 | -1 | 2
C#CCN1C(=O)C(O)(CC(=O)/C=C/C=C/c2ccccc2)c2ccccc21 (centres undefined) | 13 | -5
CC(=O)Nc1ccc(S(=O)(=O)N2CCc3c(Cl)cccc3C2)cc1 | -13 | 2
CC1CN(S(=O)(=O)c2cccc(C(=O)OCC(=O)NCc3ccccc3)c2)CC(C)O1 (centres undefined) | 12 | -1
CCOC(=O)CSc1nc(C(C)C)nc2sc(C)c(C)c12 | 6 | -3
CCC(=O)Nc1ccc(NC(=O)CSc2nnnn2-c2ccc3c(c2)OCCO3)cc1 | -9 | 8
S=C(NCCCc1ccccc1)NC1CCCCC1 | -14 | 10
C=CCOc1cccn2c(N(C=O)Cc3ccccc3)c(CC)nc12 | -6 | 6
Cc1nc(SCC(=O)Nc2ccnc3ccccc23)n[nH]1 | -2 | 8
Nc1ccccc1SC(CC(=O)c1ccccc1)c1ccccc1 (centres undefined) | -4 | 5
CC(=O)N1CCN(C(=O)c2cc(-c3ccc(Cl)s3)nc3ccccc23)CC1 | -28 | 30
COc1ccc(N2C(=O)CC(N3CCC(O)(c4ccc(Br)cc4)CC3)C2=O)cc1 (centres undefined) | -3 | -7
COc1cc(NC(=O)Cn2cnc(C(=O)Nc3ccc(C)c(C)c3)n2)cc(OC)c1OC | -6 | -2
C/C(=N/OC(=O)c1ccccc1)c1oc(C)nc1C | 12 | -1
Cc1ccc(CNC(=O)C2(C)Oc3ccccc3NC2=O)cc1 (centres undefined) | -2 | 2
COc1ccc(NC(=S)NCC(c2ccco2)N2CCCC2)cc1 (centres undefined) | -2 | 5
CCn1nnnc1-c1ccc(OC)c(S(=O)(=O)NCc2ccccc2)c1 | -5 | 4
COc1cccc(CN(C)C(=O)CCNC(=O)c2ccco2)c1 | -2 | 4
COc1cccc(NC(=O)CNc2cc(S(=O)(=O)N3CCOCC3)ccc2N2CCCC2)c1 | -4 | -4
Cc1ccccc1OS(=O)(=O)c1cccc([N+](=O)[O-])c1 | -7 | 3
COc1ccccc1-c1ccc2c(c1)O[C@@H](CN(C)C(=O)c1ccncc1)[C@H](C)CN([C@@H](C)CO)S2(=O)=O | 15 | -9
CCCC(/C=C/c1ccc(OC(C)=O)cc1)=C1/c2ccccc2C(=O)N1c1ccccc1 | -10 | 8
COc1ccc(/C=C(/NC(=O)c2ccc(C)cc2)C(=O)NCC2CCCO2)cc1 (centres undefined) | -3 | -2
COc1ccccc1CC1(C)NC(=O)N(CC(=O)N2CC(C)OC(C)C2)C1=O (centres undefined) | 5 | -14
CCCn1c(N)c(C(=O)CSc2nnc(-c3c[nH]c4ccccc34)n2C2CC2)c(=O)[nH]c1=O | 5 | 2
CN(CC(=O)Nc1nc2ccccc2s1)S(=O)(=O)c1ccc(Cl)cc1 | -4 | 4
O=C(NC1CCCCCCC1)c1cc(-c2ccccn2)nc2ccccc12 | -1 | 9
Cc1cc([N+](=O)[O-])ccc1NS(=O)(=O)c1ccccc1 | -5 | 8
CCO/C(C)=N/n1c2nc3ccccc3nc2c2c(=O)n(Cc3ccccc3Cl)c(C)nc21 | 8 | -15
Cc1ccc(Nc2nc(Cl)c(C=O)s2)cc1Cl | 5 | 4
Cc1cc(C(=O)O)ccc1-c1ccc(CO)o1 | -9 | -3
O=C(O)c1cncc(C#CCC2CCCCC2)c1 | 2 | -9
O=C(COC(=O)c1ccc(F)c(S(=O)(=O)N2CCOCC2)c1)NCCc1ccccc1 | -5 | 12
O=C(COc1ccccc1Cl)Nc1cccc(S(=O)(=O)N2CCCC2)c1 | -7 | 3
Cc1ccc(/C=N/Nc2nc(C)cc(C)n2)cc1 | -4 | 15
O=C(Nc1ccc(Cl)cc1Cl)c1csc(-c2cccnc2)n1 | -9 | 2
COCc1cc(=O)n2[nH]c(C(C)(C)C)cc2n1 | 2 | 2
Cc1ccc(NCc2ccncc2)c(Br)c1 | 8 | -3
C=CCOC(=O)C1=C[C@@H](c2coc3ccccc3c2=O)C[C@@H](OCc2ccc(CO)cc2)O1 | -18 | 0
COc1ccc([C@H]2N[C@]3(CCCN(Cc4ccco4)C3=O)[C@H]3C(=O)N(C)C(=O)[C@@H]23)cc1 | -2 | -7
O=C(COC(=O)C1CCN(c2ccc(C(F)(F)F)cn2)CC1)Nc1ccc(Cl)cn1 | -1 | -1
CCC(=O)Nc1ccc(C=C(C(C)=O)C(C)=O)cc1 | 6 | -7
CN(C)/C=C(\C=O)c1onc(-c2ccccc2Cl)c1C#N | -6 | 9
S=C(NCCN1CCOCC1)NC1CCCC1 | 5 | 2

Continuation:
SMILES | H9c2 TAG inh | H9c2 TAG inh DAPI viability
CC12CCC(C3NC(=S)NN=C31)C2(C)C (centres undefined) | -9 | 2
O=C(NN1CCOCC1)c1ccc(Cl)cc1[N+](=O)[O-] | -5 | 0
CC1(C)CC(N2CCCCC2)=CC(=[N+]2CCCCC2)C1 | 4 | -26
CS(=O)(=O)c1ccc(NS(=O)(=O)c2ccc(Cl)c(C(=O)NC3=NCCS3)c2)cc1 | -3 | -2
CC(C)Cn1c(SCC(=O)NC2CC2)nc2ccccc21 | 2 | 8
Nc1cc2c(cc1N)-c1ccccc1C2 | 31 | 16
COC(=O)c1ccc(/C=N/NC(=S)NC(C)C)cc1 | 0 | 10
COC(=O)N1C(=O)[C@](Cc2ccccc2)(c2ccccc2)N1C(=O)OC | 2 | 6
Cc1cccc(C2=NN(c3ccc(Br)cc3)[C@@H](C(=O)N3CCOC3=O)[C@@H]2C)c1 | -13 | 41
COC(=O)c1ccccc1NC(=O)COC(=O)c1cccnc1 | 20 | -6
O=C(Nc1ccc(N2CCN(C(=O)c3cccs3)CC2)cc1)c1cccnc1 | 0 | 3
CCOc1ccccc1C(=O)OCC(=O)NCC1CCCCC1 | -20 | 3
O=C(COC(=O)c1nc(Cl)ccc1Cl)NNC(=O)c1ccccc1 | 0 | 8
C=CCN1C(=O)/C(=C/N(C)C)S/C1=N\S(=O)(=O)c1cccs1 | 0 | -3
CCOC(=O)N1CCN(C(=O)c2ccc(CS(=O)c3cccc(C)c3)o2)CC1 (centres undefined) | -28 | 1
Cc1ncn(-c2ccc(C(=O)Oc3ccccc3)cn2)n1 | -5 | 6
CC(=O)Nc1ccc(C(=O)N2CCN(S(=O)(=O)c3ccc4c(c3)OCCCO4)CC2)cc1 | 18 | -29
O=C(NC1CCCCC1)c1ccc(CNc2nc(=S)[nH]c3ccccc23)cc1 | -15 | -20
COc1ccc(N2CCCn3c2nc2c3c(=O)n(Cc3ccccc3)c(=O)n2C)c(OC)c1 | -6 | 1
N#CCN1CCN(CC(=O)Nc2ccc(OCc3ccccc3)cc2)CC1 | 17 | 7
CN(C(=O)COC(=O)CNC(=O)CNC(=O)c1ccc(Cl)cc1Cl)c1ccccc1 | 10 | -2
COc1cc(C2CC(=O)NC3=C2C(=O)CC(C)(C)C3)ccc1O (centres undefined) | -12 | -2
NNC(=O)c1ccc(N2CCc3ccccc32)c([N+](=O)[O-])c1 | -21 | 20
Cc1onc(-c2c(Cl)cccc2Cl)c1C(=O)Nc1ccc2c(c1)OCCO2 | -6 | 2
CCCCCC(C)n1[nH]c(=O)c2c(C)cc(C)nc21 (centres undefined) | -14 | -1
CCC(C(=O)NC(C)(C)C)N(C(=O)Cn1nnc(-c2ccccc2F)n1)c1cnc2ccccc2c1 (centres undefined) | 6 | -8
CC(C)CC(=O)NC(NC(=S)Nc1sc2c(c1C#N)CCCC2)C(Cl)(Cl)Cl (centres undefined) | 16 | 2
CCC(=O)NC(=S)NNC(=O)c1ccccc1[N+](=O)[O-] | 4 | -1
CCN(C[C@H]1N[C@@](C)(C(=O)OC)[C@H]2C(=O)N(C)C(=O)[C@@H]12)C(=O)C1CCCCC1 | -1 | -2
CC(=Nc1ccccc1)C1=C(O)C(CC(C)C)NC1=O (centres undefined) | 11 | 6

The list goes on; it opens with the 2 that closed the last part.
SMILES | H9c2 TAG inh | H9c2 TAG inh DAPI viability
CCN(C[C@H]1N[C@@](C)(C(=O)OC)[C@H]2C(=O)N(C)C(=O)[C@@H]12)C(=O)C1CCCCC1 | -1 | -2
CC(=Nc1ccccc1)C1=C(O)C(CC(C)C)NC1=O (centres undefined) | 11 | 6
CC1=C(C)C(OCCBr)N(c2cc(O)c(Cl)cc2F)C1=O (centres undefined) | -6 | -2
C=CCN(CC=C)C(=O)C[n+]1ccc(C(N)=O)cc1 | -2 | 1
O=C(NCC(c1ccco1)N1CCN(c2ccccc2)CC1)c1cccs1 (centres undefined) | -5 | 1
CC1=NOC(=O)/C1=C\c1ccc(-c2cc(Cl)ccc2Cl)o1 | 10 | -17
Cc1ccccc1-n1c(O)c(/C=N/N2CCCCC2c2cccnc2)c(=O)[nH]c1=O (centres undefined) | 8 | -7
Cc1ccc(N2CC(C(=O)Nc3nnc(SCC(N)=O)s3)CC2=O)cc1 (centres undefined) | -3 | -1
COc1ccccc1N=CC=C1OC(C)(C)C(C)(C)O1 | 31 | -19
Cc1ccc2cccc(SCC(=O)N3CCOCC3)c2n1 | -13 | 6
CN(C)CCNc1ncnc2c1ncn2[C@H]1CN(Cc2ccco2)C[C@@H](CO)O1 | -5 | 12
O=C(Cc1ccc([N+](=O)[O-])cc1)NCc1ccncc1 | 0 | -4
CC(C)CN(C(=O)CSc1nc2ccccc2c(=O)n1C)C1CCS(=O)(=O)C1 (centres undefined) | -8 | 0
CCCc1cc(=O)[nH]c(SCC(=O)Nc2cc(C)on2)n1 | 3 | 1
CCOc1ccc(N2C(=O)C3CCCN3C2=S)cc1 (centres undefined) | -11 | -3
Cc1cc2c(cc1C)N(Cc1ccccc1)C1=NCCCN12 | 0 | 5
CCOc1ccc2oc(C(=O)Nc3ccc(C)cn3)c(C)c2c1 | -15 | 8

Record cards, as listed above. Screens in order: H9c2 TAG inh | H9c2 TAG inh DAPI viability
`CC1=C(C)C(OCCBr)N(c2cc(O)c(Cl)cc2F)C1=O` (centres undefined) is listed as -6 | -2
`Cc1ccc(N2CC(C(=O)Nc3nnc(SCC(N)=O)s3)CC2=O)cc1` (centres undefined) is listed as -3 | -1

Going on with the list.
SMILES | H9c2 TAG inh | H9c2 TAG inh DAPI viability
CCCCc1ccc(NC(=O)CSc2nc(=O)n(CCN(C)C)c3c2CCC3)cc1 | 18 | 14
O=C(Cc1cccc2ccccc12)Nc1ccccc1 | -5 | -4
NC1=NC[C@H](Cc2ccccc2)N1CC1CCCCC1 | 7 | 2
O=C(NCc1ccccn1)C(=O)Nc1nc(-c2ccccc2)cs1 | 7 | -2
Nn1c(SCC(=O)Nc2ccccc2)nnc(Cc2ccccc2)c1=O | 16 | -2
Cc1cc(C)nc(NC(=O)C(c2ccccc2)c2ccccc2)c1 | -19 | -11
Cc1cnc(NC(=O)Nc2ccc(Cl)cc2)s1 | 7 | -4
CC1=C(C)C(C)=C(C#N)C(=C(C#N)C#N)N1 | 10 | -11
COc1cc(/C=N/NC(=O)C(=O)/C=C2\NC(C)(C)Cc3ccccc32)ccc1O | 19 | -20
N#CCCN(C(=O)COC(=O)CCc1c[nH]c2ccccc12)c1ccccc1 | -3 | -4
O=C(CCCOc1ccccc1)N1CCN(S(=O)(=O)c2ccccc2)CC1 | 10 | -4
COc1ccccc1N1CCN(C(=O)C2CCN(C(=O)c3ccc(C(C)(C)C)cc3)CC2)CC1 | 9 | -5

Laid out differently: results already given
Each structure is followed by: H9c2 TAG inh | H9c2 TAG inh DAPI viability
- O=C(Cc1cccc2ccccc12)Nc1ccccc1
→ -5 | -4
- NC1=NC[C@H](Cc2ccccc2)N1CC1CCCCC1
→ 7 | 2
- O=C(NCc1ccccn1)C(=O)Nc1nc(-c2ccccc2)cs1
→ 7 | -2
- Nn1c(SCC(=O)Nc2ccccc2)nnc(Cc2ccccc2)c1=O
→ 16 | -2
- Cc1cc(C)nc(NC(=O)C(c2ccccc2)c2ccccc2)c1
→ -19 | -11
- Cc1cnc(NC(=O)Nc2ccc(Cl)cc2)s1
→ 7 | -4
- CC1=C(C)C(C)=C(C#N)C(=C(C#N)C#N)N1
→ 10 | -11
